# H69AR inhibit: blocks growth of human H69AR lung tumor cells; H69AR lung tumor viability, ATP luminescence, 72 h; active compounds read low; viability, % at 10 µM; 6% of 85,000 active;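 active = viability at or below 40%; inactive = viability above 40%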;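 note: multidrug resistant small cell line overexpressing MRP-1 efflux transporter; 100% = mean luminescence of untreated control wells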
# E coli WT exp: E. coli BW25113 growth inhibition, expanded screen; 0.15% of 98,000 active; OD600 absorbance; growth inhibition, % at 100 µM;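 active = growth inhibition above about 50% at one test dose, limit read from the data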;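 note: growth measured after 20 h incubation at 37 °C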
# PostGolgi yeast: growth inhibition of a yeast mutant, post-Golgi transport screen | inhibition, % at 10 µM | AID 739 | 0.9% of 98,000 active | post-Golgi transport phenotypic cell assay;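 note: yeast cells grown in 1536-well plates; yeast grown about 18 h at 30C before absorbance read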
# S1P2 ag: activates the human S1P2 receptor | O95136 | S1P2-expressing cell line, agonist reporter read-out | activation, % at 4.5 µM | 0.46% of 97,000 active | AID 729; in the data active = activation above about 16%;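 note: 0% = vehicle low control and 100% = maximal reference agonist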
# Target sequence (O95136 whole entry, looked up): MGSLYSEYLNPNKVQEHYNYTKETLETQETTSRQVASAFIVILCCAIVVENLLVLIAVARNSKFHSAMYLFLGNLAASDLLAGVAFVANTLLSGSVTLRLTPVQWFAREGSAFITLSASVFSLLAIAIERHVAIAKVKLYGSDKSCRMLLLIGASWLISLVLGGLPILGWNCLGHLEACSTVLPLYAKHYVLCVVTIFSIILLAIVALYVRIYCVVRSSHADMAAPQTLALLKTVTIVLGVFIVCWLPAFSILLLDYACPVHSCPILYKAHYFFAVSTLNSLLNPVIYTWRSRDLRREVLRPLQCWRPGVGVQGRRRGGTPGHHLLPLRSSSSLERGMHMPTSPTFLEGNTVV
# DAT uptake mod: modulates human dopamine transporter uptake under cocaine | Q01959 | 1.3% of 110,000 active | B-score at 10 µM | LLC-PK1 hDAT cells, [14C]-dopamine uptake with cocaine IC80; actives deviate in either direction;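 active = Z score or B-score, a plate-position-corrected score, falls beyond the plate's 99.7% confidence bounds, in either direction; inactive = both scores lie inside the 99.7% bounds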;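 note: scored against the spread of the other compound wells on the same plate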
# Target sequence (Q01959 whole entry, looked up): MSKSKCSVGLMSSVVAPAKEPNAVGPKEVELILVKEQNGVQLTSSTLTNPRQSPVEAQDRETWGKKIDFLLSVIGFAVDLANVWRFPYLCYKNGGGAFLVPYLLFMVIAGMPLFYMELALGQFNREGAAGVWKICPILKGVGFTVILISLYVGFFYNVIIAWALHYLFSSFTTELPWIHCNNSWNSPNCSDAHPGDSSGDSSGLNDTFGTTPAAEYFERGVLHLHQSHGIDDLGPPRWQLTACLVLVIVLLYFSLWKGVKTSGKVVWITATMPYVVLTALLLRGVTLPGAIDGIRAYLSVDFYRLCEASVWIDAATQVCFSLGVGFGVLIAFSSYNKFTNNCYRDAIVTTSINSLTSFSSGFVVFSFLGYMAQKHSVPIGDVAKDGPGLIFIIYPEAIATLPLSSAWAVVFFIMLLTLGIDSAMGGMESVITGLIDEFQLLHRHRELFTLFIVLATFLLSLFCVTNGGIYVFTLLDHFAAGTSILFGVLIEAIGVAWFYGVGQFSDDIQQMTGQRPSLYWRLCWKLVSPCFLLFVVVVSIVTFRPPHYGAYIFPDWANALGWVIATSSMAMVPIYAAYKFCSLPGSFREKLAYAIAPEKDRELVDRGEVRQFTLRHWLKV
# S1P2 blocker: S1P2 (human) receptor antagonism. inhibition, % at 5 µM. 0.21% of 97,000 active. cell-based S1P2 antagonist assay, inhibition at 5 uM. O95136; in the data active = inhibition above about 45%;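 note: CRE beta-lactamase reporter cells expressing human S1P2 stimulated with S1P; 0% = agonist at EC80 alone and 100% = agonist plus reference antagonist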
# PostGolgi ctrl: inhibits growth of the yeast control strain; inhibition, % at 10 µM; AID 738; 5% of 98,000 active; efflux-deficient yeast background strain, growth absorbance A615, 16 h
# HUVEC inhibit: blocks proliferation of human endothelial cells; AID 648; viability, % at 10 µM (by protocol); 1.1% of 86,000 active; HUVEC proliferation, CellTiter-Glo luminescence, 72 h; active compounds read low;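 active = viability at or below 30%; inactive = viability above 30%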;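 note: 100% = median luminescence of DMSO-only cell control wells on each plate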
# Fibroblast inh: blocks proliferation of human lung fibroblasts | LL 47 human lung fibroblast viability, ATP luminescence; active compounds read low | viability, % at 10 µM | 1.1% of 85,000 active;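 active = viability at or below 50% in the single dose screen; inactive = viability above 50%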;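 note: compound exposure lasted 72 h before the ATP readout; 100% = median luminescence of untreated cell-only wells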
#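 Signal: luminescent ATP detection, CellTiter-Glo; assay system: LL 47 human lung fibroblasts; input: 1,150 cells/well; incubation: overnight cell rest, 72 h compound treatment at 37 °C; measure: % viability versus median cells-only luminescence; medium: IMEM growth medium with 15% fetal bovine serum; dosing: compound addition at 0.1% DMSO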
# Active calls of the source: *; / = no result given. Cut-off read from the data, not from the text of the source, unless noted: active = inhibition above about 30%; inactive = the rest.
SMILES,H69AR inhibit,E coli WT exp,PostGolgi yeast,S1P2 ag,DAT uptake mod,S1P2 blocker,PostGolgi ctrl,HUVEC inhibit,Fibroblast inh
O=C(Cn1[nH]c(=O)c2ccccc2c1=O)N1CC=C(c2ccccc2)CC1,82,-2,-1,-3,-0.55,-18,14,57,90
Cc1cccc(N(C(=O)CCC(=O)Nc2ccccn2)C(C(=O)NC(C)C)c2ccc(O)cc2)c1 (configuration not stated),88,3,-6,0,0.22,15,4,101,100
O=C(COc1cccc2cccnc12)NCC(F)(F)F,79,7,11,-3,1.4,0,4,90,101
Cc1nn(C(C)C(=O)N2CCc3ccccc32)c(C)c1[N+](=O)[O-] (configuration not stated),/,-3,-4,-7,0.062,5,-4,/,/
O=C(O)Cc1ccc2c(c1)N(S(=O)(=O)c1cccc(C(F)(F)F)c1)CC(C(=O)O)O2 (configuration not stated),/,-4,-6,-3,-0.18,-8,4,/,/
CCC1Oc2ccc(C)cc2N(CC(=O)N(Cc2ccncc2)Cc2ccco2)C1=O (configuration not stated),34*,/,/,-6,0.012,-2,/,96,121
CCNS(=O)(=O)c1ccc(NS(=O)(=O)c2cc(C)ccc2C)cc1,86,12,-2,-5,0.33,-8,-5,97,103
CCc1nc(SCC(=O)N2CCCC2)c2ccccc2n1,59,-7,8,-8,0.83,-12,8,99,95
O=C(OCc1cccs1)c1ccccc1NS(=O)(=O)c1ccc2c(c1)OCCO2,90,-16,-8,-8,0.92,12,27,107,89
CCc1c(C)nc2cc(-c3ccc(OC)c(OC)c3)nn2c1N1CCC(C)CC1,70,0,-4,-6,-0.025,1,6,105,102
Cc1nc(C(F)(F)F)c(C(=O)NC(=O)Nc2ccc(OC(F)(F)F)cc2)s1,/,-1,-23,-5,0.16,-15,7,/,/
COC(=O)c1ccc(NC(=O)C23CCC(C)(C(=O)O2)C3(C)C)cc1 (configuration not stated),105,0,1,-6,0.035,14,9,121,105
COc1ccc(N=c2oc3cc(O)ccc3cc2C(=O)NCC2CCCO2)c(OC)c1 (configuration not stated),64,-8,0,37*,0.28,-81,-1,96,93
COc1ccc(OC)c(-c2nc(C)sc2CC(=O)O)c1,88,-5,2,-2,-0.8,-1,-3,89,99
Cc1cc(C)n(-c2nnc(C)n2/N=C/c2ccccc2O)n1,88,1,2,-1,/,-4,0,99,109
CN1CCCC(OC(=O)c2ccc3c(c2)OCCO3)C1 (configuration not stated),94,0,11,-1,-0.7,14,-3,90,94
CCOC(=O)c1snc(-c2ccc(F)cc2)c1N,91,0,11,-9,0.097,-11,6,115,102
CCCOc1ccccc1N/C(=N/c1nc(C)cc(C)n1)NC(=O)Nc1ccc(Cl)cc1,/,-5,-4,-7,0.9,20,0,/,/
COc1cccc(CC(NC(C)=O)C(=O)NC2CCN(c3c4c(nc5ncnn35)CCC4)CC2)c1 (configuration not stated),98,/,/,-3,/,5,/,92,95
Cc1cc(-c2cccnc2)c(C#N)c(SCC#N)n1,57,-4,-12,1,0.73,-37,2,109,98
CCOC(=O)c1ccc(NC(=O)Cn2cc3c(n2)CCC(C)C3)cc1 (configuration not stated),90,-2,1,-5,1.6,10,1,102,103
O=C(Nc1nc2ccccc2n1Cc1ccc(Cl)cc1)c1ccco1,52,-20,1,/,-0.5,/,9,53,63
Cc1ccc(NC(=O)c2ccco2)cc1C,89,10,-1,-9,-0.76,-3,1,91,105
COc1ccc(-c2nnc(SCc3nc4ccccc4s3)n2C(C)C)cc1,/,-5,1,-3,3.9*,-6,30*,/,/
O=C(CN(C(=O)c1ccco1)c1cccc(F)c1)NCc1ccc(F)cc1,103,5,18,-4,-0.48,8,-6,92,92

# Looked up above.
# `Cc1ccc(NC(=O)c2ccco2)cc1C` @ HUVEC inhibit: 91
# `CN1CCCC(OC(=O)c2ccc3c(c2)OCCO3)C1` (configuration not stated) @ Fibroblast inh: 94

# The listing continues:
SMILES,H69AR inhibit,E coli WT exp,PostGolgi yeast,S1P2 ag,DAT uptake mod,S1P2 blocker,PostGolgi ctrl,HUVEC inhibit,Fibroblast inh
O=C(NCc1ccc(Cl)c(Cl)c1)c1cccnc1,94,13,2,-2,-1.1,23,6,83,96
CC(=O)c1c(C)[nH]c2ccccc2c1=O,100,-5,0,-16,0.64,-8,23,97,106
CCOC(=O)c1c(NC(=O)CSc2nnc3c(n2)[nH]c2ccc(F)cc23)sc(C(C)=O)c1C,/,-5,-11,-6,-0.19,15,5,/,/
Cc1cc(C)n(-c2nc(N(C)C)nc(N(C)C)n2)n1,93,/,/,-3,-0.64,3,/,93,97
O=C(O)CCC(=O)Nc1ccc(F)cc1,105,-7,11,-7,1,0,4,102,105
Cc1ccc2nc(CSc3nnc(-c4ccco4)n3-c3ccccc3)cc(=O)n2c1,86,/,/,6,0.51,-13,/,93,98
c1ccc(Cc2cc(-c3ccccc3)on2)cc1,102,/,/,0,-0.85,-17,/,106,96
CC(C)CCNC(=O)Cn1c(=O)oc2cc(S(=O)(=O)N3CCc4ccccc43)ccc21,99,2,-2,-1,0.19,-15,21,95,97
O=C(NCCCN1CCOCC1)c1ccc(CS(=O)(=O)c2c(Cl)cccc2Cl)o1,91,-3,4,-2,0.053,7,6,98,95
O=C(NCCCCc1ccccc1)C1CC(c2ccc([N+](=O)[O-])cc2)=NO1 (configuration not stated),/,-2,3,-5,-0.19,-5,18,/,/
Cc1ccc2cc(COC(=O)c3ccncc3)c(=O)[nH]c2c1,/,-3,-6,-5,-0.24,4,7,93,98
CC1(C)Cc2ccccc2C(=NCCCCCC(=O)O)N1,105,/,/,-1,0.85,-10,/,101,97
COc1ccc(C(=O)/C=C\N2CCOCC2)cc1,91,-2,5,-1,-2.7*,-9,5,95,103
O=C(CSc1nnc(-c2ccco2)o1)c1ccccc1,98,3,7,-1,-0.36,3,-3,112,109
COC(=O)CCC(=O)Nc1nnc(C(F)(F)F)s1,97,4,4,-3,0.55,-6,2,90,96
Cc1cc(C)nc(NS(=O)(=O)c2ccc(NC(=O)c3ccc(S(=O)(=O)N4CCOCC4)cc3)cc2)n1,/,-8,-3,-7,-0.6,-5,-1,/,/
COc1ccc(C2NC3=C(CCC3)C3(C#N)C(OC)(OC)N=C(N)C23C#N)cc1 (configuration not stated),92,-3,7,-6,0.0039,4,3,100,101
Cc1ccc(C(O)CN2C3=NCCCN3c3ccccc32)cc1 (configuration not stated),81,/,/,-4,-0.093,-1,/,90,93
COCCOC(=O)c1c(C)n(C)c2ccc(OC(=O)N3CCOCC3)cc12,85,-11,-9,-4,-0.0011,-1,-6,100,112
Cn1cccc1/C=N/NC(=O)c1sc2ccccc2c1Cl,/,15,-5,-1,/,-8,0,/,/
CC(=O)Nc1cc2c(cc1NC(=O)c1cnccn1)OCCO2,101,-4,-4,-1,-1.9,-5,1,92,98
COc1ccc(NS(=O)(=O)c2ccc(S(=O)(=O)N3CCCC3)cc2)cc1,87,4,-15,-3,0.59,-2,-4,101,98
CCc1ccccc1S(=O)(=O)Cc1ccc(C(=O)NCC2CCCO2)o1 (configuration not stated),74,7,1,-4,-0.051,-8,5,102,103
O=C(NCC1CCCO1)c1cccnc1Nc1ccccc1F (configuration not stated),62,2,12,-3,0.78,-6,10,95,102
CSc1nnc(Cn2c(=O)sc3ccccc32)n1-c1ccccc1C,101,-5,1,/,0.19,/,-4,108,93

# Three of the compounds above, as labelled records:
CC1(C)Cc2ccccc2C(=NCCCCCC(=O)O)N1
  H69AR inhibit: 105	E coli WT exp: /	PostGolgi yeast: /	S1P2 ag: -1	DAT uptake mod: 0.85	S1P2 blocker: -10	PostGolgi ctrl: /	HUVEC inhibit: 101	Fibroblast inh: 97
COc1ccc(C(=O)/C=C\N2CCOCC2)cc1
  H69AR inhibit: 91	E coli WT exp: -2	PostGolgi yeast: 5	S1P2 ag: -1	DAT uptake mod: -2.7*	S1P2 blocker: -9	PostGolgi ctrl: 5	HUVEC inhibit: 95	Fibroblast inh: 103
O=C(CSc1nnc(-c2ccco2)o1)c1ccccc1
  H69AR inhibit: 98	E coli WT exp: 3	PostGolgi yeast: 7	S1P2 ag: -1	DAT uptake mod: -0.36	S1P2 blocker: 3	PostGolgi ctrl: -3	HUVEC inhibit: 112	Fibroblast inh: 109

# Other records:
SMILES,H69AR inhibit,E coli WT exp,PostGolgi yeast,S1P2 ag,DAT uptake mod,S1P2 blocker,PostGolgi ctrl,HUVEC inhibit,Fibroblast inh
O=C(CN1CCN(C2CCCCC2)CC1)c1ccc2cc[nH]c2c1,88,0,-1,-1,/,1,5,98,90
CCCCNCCCCOc1ccccc1,94,8,4,-5,0.1,25,-1,95,104
CC1CCN(C(=O)C2Cc3ccccc3CN2S(=O)(=O)c2ccc(F)cc2)CC1 (configuration not stated),73,8,-2,-3,1.3,15,26,105,90
COc1ccc(C(=O)N2CCC(N3CCN(c4ccccc4)CC3)CC2)cc1,90,-4,1,-1,0.095,6,0,101,102
C=CCOc1cccc(CNn2cn[nH]c2=S)c1,/,3,9,-6,/,15,5,/,/
C(=C\c1ccccc1)/C=N/Nc1nc(N2CCOCC2)nc(N2CCOCC2)n1,/,-4,0,-13,1.5,8,12,/,/
Cc1cc(C)cc(NC(=S)NC2CC3CCC(C2)N3Cc2ccco2)c1 (configuration not stated),/,3,-6,-8,/,-7,9,/,/
Cc1ccc(C2=Nc3ccccc3NC(C)(c3ccc(C)o3)C2)o1 (configuration not stated),38*,9,-11,-1,0.63,15,55*,85,86
O=C(NNC(=S)Nc1ccccc1)c1cccc(Br)c1,/,11,-5,-4,-1.7,-8,3,/,/
COc1nn(CC(=O)N2N=C(C)CC2(O)C(F)F)cc1[N+](=O)[O-] (configuration not stated),96,/,/,-2,-0.56,8,/,105,104
COc1ccc(NC(=O)CN(C)S(=O)(=O)c2ccccc2)c([N+](=O)[O-])c1,/,0,0,1,0.64,12,-1,/,/
CCSc1oc(-c2ccco2)nc1S(=O)(=O)c1ccc(F)cc1,82,-4,0,/,-0.42,/,1,83,94
OCCN1CCN(c2nc(-c3ccccc3)c3cc(Cl)ccc3n2)CC1,8.3*,17,11,18*,0.66,-5,9,34,94
CNC(=O)CN(c1ccc(F)cc1)S(=O)(=O)c1cc(C)ccc1OC,103,1,11,-5,0.25,-2,4,105,97
CCN(c1ccccc1)S(=O)(=O)c1cnc[nH]1,96,0,1,/,-2.2,/,0,104,87
Cc1cc(NC(=O)c2cccc(S(=O)(=O)N3CCOCC3)c2)no1,100,-2,-9,-2,-0.16,-12,19,99,107
CC1(C(=O)O)CCC(C(=O)N2CCOCC2)C1(C)C (configuration not stated),95,0,-4,1,-0.75,14,-1,94,98
O=C(c1coc(=O)c(Br)c1)N1CCCc2ccccc21,-0.6*,-1,8,-2,-1.1,-9,27,85,85
Cc1cccc(NC(=O)c2onc3c2CCCC3)c1C,/,1,-4,-2,-0.013,9,9,/,/
Cc1n[nH]c(=S)n1/N=C/c1ccccc1OCc1ccc(Cl)cc1,/,1,-21,-3,-0.061,-16,24,/,/
CS(=O)(=O)N(CC(=O)Nc1ccc(F)cc1F)c1cccc([N+](=O)[O-])c1,/,13,-1,-1,-0.015,-20,-6,/,/
CC(C)N(Cc1nc(-c2ccccc2)no1)C(=O)c1ccc2c(c1)OCO2,93,-3,2,-4,0.59,9,10,99,92
CCc1nnc(NC(=O)CSc2nnc(-c3ccoc3C)n2-c2ccccc2)s1,/,2,0,-6,1.4,-4,-3,/,/
CC(=O)N1CCN(c2ccc(NCc3ccc(C)cc3)cc2)CC1,94,3,-7,-9,-0.62,16,2,96,99
CCOC(=O)N1CCN(C(=O)c2ccc3nc(SCc4ccc(F)cc4)n(C)c3c2)CC1,/,3,-1,-10,1.2,37,16,/,/
O=C(Cn1nc(-c2ccccc2)c2ccccc2c1=O)NCC1CCCO1 (configuration not stated),/,0,-7,/,0.098,/,0,94,96
COc1ccc2nc(NC(=O)CSc3nccc(C)n3)sc2c1,81,21,-1,-8,/,11,6,111,105
CCn1cc(C(=O)NC2CCc3ccccc32)c(=O)c2ccc(C)nc21 (configuration not stated),96,-12,-1,1,-0.047,-8,28,102,103
CCOC(=O)c1cnc(SCc2nc(N)nc(Nc3ccc(C)cc3)n2)nc1N,35*,5,-1,-2,0.041,-17,16,97,76
